Screening data (PubChem BioAssay)
FBW7 act: activators of human E3 ligase FBW7 | hit rate 0.13% among 650,000 | AlphaScreen FBW7–phospho-cyclin E peptide binding, activator screen | Q969H0 | normalized activity (activation), % at 26.1 µM | AID 1259310; in the data active = normalized activity above about 1.9%;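 note: purified mutant Fbw7 with reduced substrate affinity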
MITF primary: human MITF inhibition, primary screen; O75030; AlphaScreen MITF homodimerization, bead proximity signal; inhibition, % at 2.6 µM; hit rate 0.91% among 650,000; AID 1259374; in the data active = inhibition above about 50%;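 note: 0% = vehicle wells with protein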
Target sequence (O75030 whole entry, looked up): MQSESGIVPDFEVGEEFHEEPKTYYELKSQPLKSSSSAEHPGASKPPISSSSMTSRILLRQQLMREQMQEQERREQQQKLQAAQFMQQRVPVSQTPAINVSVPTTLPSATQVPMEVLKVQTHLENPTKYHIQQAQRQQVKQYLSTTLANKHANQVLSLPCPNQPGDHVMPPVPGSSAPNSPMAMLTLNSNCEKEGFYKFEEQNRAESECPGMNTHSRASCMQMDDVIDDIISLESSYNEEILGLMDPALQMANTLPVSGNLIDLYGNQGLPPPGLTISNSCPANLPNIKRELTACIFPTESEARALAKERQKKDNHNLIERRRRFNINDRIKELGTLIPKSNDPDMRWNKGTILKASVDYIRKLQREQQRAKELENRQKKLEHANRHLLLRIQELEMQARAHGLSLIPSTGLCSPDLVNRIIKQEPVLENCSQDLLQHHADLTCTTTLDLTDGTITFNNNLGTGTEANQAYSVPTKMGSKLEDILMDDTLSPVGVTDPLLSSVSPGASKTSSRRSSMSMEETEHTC
GPR151 activ: activators of human GPR151; Q8TDV0; PathHunter beta-arrestin GPR151 cells, luminescence; activation, % at 11.2 µM; hit rate 1% among 650,000; AID 1508602; in the data active = activation above about 4.9%;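 note: 0% = median of compound wells and 100% = cells with positive control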
Target sequence (Q8TDV0 whole entry, looked up): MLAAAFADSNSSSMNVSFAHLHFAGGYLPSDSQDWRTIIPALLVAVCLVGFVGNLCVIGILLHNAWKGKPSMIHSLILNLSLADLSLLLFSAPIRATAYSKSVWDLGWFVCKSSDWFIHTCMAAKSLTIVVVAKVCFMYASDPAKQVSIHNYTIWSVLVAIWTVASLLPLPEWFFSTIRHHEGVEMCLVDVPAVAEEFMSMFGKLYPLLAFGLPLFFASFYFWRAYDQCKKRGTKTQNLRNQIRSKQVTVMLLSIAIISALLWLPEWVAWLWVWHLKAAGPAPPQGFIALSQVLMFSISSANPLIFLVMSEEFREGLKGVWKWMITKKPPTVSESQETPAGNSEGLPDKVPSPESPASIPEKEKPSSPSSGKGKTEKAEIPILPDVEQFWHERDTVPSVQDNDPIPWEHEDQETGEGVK
TEAD-YAP inh: TEAD-YAP interaction inhibition. HEK-TIYL cells, TEAD-Gal4/YAP UAS-luciferase luminescence. AID 1259422. hit rate 1.4% among 640,000. inhibition, % at 9.12 µM; in the data active = inhibition above about 32%;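 note: 0% = median of test compound wells and 100% = reference inhibitor wells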
Numbers without * were called inactive.

How did CC1(C)SC(=S)N(c2ccccc2)C1n1oc(=O)n(-c2ccc(Cl)cc2Cl)c1=O (stereo not given) do in these assays?
FBW7 act: 0.0; MITF primary: 13; GPR151 activ: 1.0; TEAD-YAP inh: -2

Results for CC(=O)Oc1ccc(C(=O)O/N=C(\N)c2cccnc2)cc1 ?
FBW7 act: -0.3; MITF primary: 3; GPR151 activ: -8.3; TEAD-YAP inh: 35*

How did CC(C)(C)c1ccc(OCCn2c(N)nc3ccccc32)cc1 do in these assays?
FBW7 act: -0.2; MITF primary: -3; GPR151 activ: 1.3; TEAD-YAP inh: -3

How did CC(C)(CC(=O)N1CCCCCC1)CC1=NS(=O)(=O)c2ccccc2N1 do in these assays?
FBW7 act: -0.2; MITF primary: -2; GPR151 activ: -1.0; TEAD-YAP inh: -13

What do the screens show for `CCC1(CC)NC(=O)N(CC(=O)OCC(=O)Nc2ccccc2OC(F)F)C1=O`?
FBW7 act: 0.1; MITF primary: 7; GPR151 activ: -1.2; TEAD-YAP inh: -7

What do the screens show for `CCn1c2ccccc2c2cc(CN3CCN(S(=O)(=O)c4ccc(NC(C)=O)cc4)CC3)ccc21`?
FBW7 act: -0.1; MITF primary: -6; GPR151 activ: 0.2; TEAD-YAP inh: 1

Results for Cc1cccc(-c2nsc(SCC(=O)NCc3ccc4c(c3)OCO4)n2)c1 ?
FBW7 act: 0.1; MITF primary: 12; GPR151 activ: 0.2; TEAD-YAP inh: -5

Results for O=C(O)c1[nH]c(=O)[nH]c(=O)c1CN1CCOCC1 ?
FBW7 act: 0.1; MITF primary: 5; GPR151 activ: 0.5; TEAD-YAP inh: 1

How did Cc1cc(C(=O)NC2CCCC2)ccc1[N+](=O)[O-] do in these assays?
FBW7 act: 0.0; MITF primary: 1; GPR151 activ: -0.8; TEAD-YAP inh: -9

What do the screens show for `COc1ccc(OC)c(NC(=O)c2cc(S(=O)(=O)N3CCN(c4cccc(C)c4C)CC3)ccc2F)c1`?
FBW7 act: -0.1; MITF primary: 9; GPR151 activ: 0.7; TEAD-YAP inh: 0

Results for Cc1cc(NC(=O)CN(C)Cc2ccccc2)nc2c1c(=O)oc1ccccc12 ?
FBW7 act: 1.6; MITF primary: 4; GPR151 activ: -1.0; TEAD-YAP inh: 0

How did Cc1ccc(C2SCCN2C(=O)c2cc3ccccc3oc2=O)cc1 (stereo not given) do in these assays?
FBW7 act: -0.1; MITF primary: -7; GPR151 activ: 0.9; TEAD-YAP inh: -4

What do the screens show for `O=[N+]([O-])c1ccc2nonc2c1Nc1ccc(Cl)cc1`?
FBW7 act: 0.7; MITF primary: 20; GPR151 activ: -0.7; TEAD-YAP inh: -6

Results for COCCCNC(=O)c1oc2ccc(S(=O)(=O)N3CCCC3)cc2c1C ?
FBW7 act: -0.1; MITF primary: -15; GPR151 activ: 1.6; TEAD-YAP inh: -8

Results for COc1ccccc1N1CCN(c2ncc(C(=O)Nc3ccc(Oc4ccccc4)cc3)c3ccccc23)CC1 ?
FBW7 act: -0.1; MITF primary: -9; GPR151 activ: -1.6; TEAD-YAP inh: -6

What do the screens show for `O=C(Nc1ccc(F)c([N+](=O)[O-])c1)c1n[nH]c(=O)c2ccccc12`?
FBW7 act: 0.3; MITF primary: 9; GPR151 activ: 0.3; TEAD-YAP inh: 8

What do the screens show for `O=C(/C=C/c1cccc(F)c1)c1ccc[nH]1`?
FBW7 act: 0.0; MITF primary: -3; GPR151 activ: -1.1; TEAD-YAP inh: -66

Results for CN(C)S(=O)(=O)c1cccc(NC(=O)COC(=O)c2cc(=O)[nH]c(=O)[nH]2)c1 ?
FBW7 act: 0.0; MITF primary: 4; GPR151 activ: 0.8; TEAD-YAP inh: 4

How did COc1cc([N+](=O)[O-])ccc1NC(=S)NC(=O)CC(C)(C)C do in these assays?
FBW7 act: -0.1; MITF primary: 5; GPR151 activ: -1.8; TEAD-YAP inh: 3

What do the screens show for `O=C(NC12CC3CC(CC(C3)C1)C2)c1ccc(C(=O)NC23CC4CC(CC(C4)C2)C3)nc1`?
FBW7 act: -0.1; MITF primary: 3; GPR151 activ: -1.6; TEAD-YAP inh: 9

What do the screens show for `COc1ccc(/C=N/NC(N)=S)cc1`?
FBW7 act: -0.3; MITF primary: 8; GPR151 activ: -1.0; TEAD-YAP inh: -1

How did COC(=O)c1cc(S(=O)(=O)N2CCOCC2)cn1C do in these assays?
FBW7 act: -0.2; MITF primary: 1; GPR151 activ: -0.4; TEAD-YAP inh: 1

What do the screens show for `CC1CCCC(NC(=O)CCNC(=O)c2ccc(Br)o2)C1C` (stereo not given)?
FBW7 act: 0.1; MITF primary: 1; GPR151 activ: -0.8; TEAD-YAP inh: -7

How did CN(C)CCN1C(=O)C(=O)c2ccccc21 do in these assays?
FBW7 act: 0.1; MITF primary: -9; GPR151 activ: -1.1; TEAD-YAP inh: 18

How did CCOc1ccc2nc(SCC(=O)Nc3nc4ccccc4s3)sc2c1 do in these assays?
FBW7 act: 0.5; MITF primary: 5; GPR151 activ: 0.0; TEAD-YAP inh: -10

How did CCCCSc1nnc2c(n1)OC(c1ccccc1OCC)Nc1ccccc1-2 (stereo not given) do in these assays?
FBW7 act: -0.1; MITF primary: 6; GPR151 activ: 2.4; TEAD-YAP inh: -9

What do the screens show for `COc1ccc(S(=O)(=O)N2CCN(CC(=O)Nc3ccc(Cl)c(C(F)(F)F)c3)CC2)cc1`?
FBW7 act: 0.1; MITF primary: 4; GPR151 activ: -2.6; TEAD-YAP inh: 6

Results for Cc1ccc(C)c(NS(=O)(=O)c2ccc(NC(=O)c3ccc(C4SCC(=O)N4Cc4ccccc4)cc3)cc2)c1 (stereo not given) ?
FBW7 act: 0.1; MITF primary: 14; GPR151 activ: -0.6; TEAD-YAP inh: 6

Results for CCOc1ccccc1/C=c1\sc2nc(=O)c(C)nn2c1=O ?
FBW7 act: -0.3; MITF primary: -4; GPR151 activ: 0.1; TEAD-YAP inh: -1

Results for Cc1ccc(-c2ccc(C=C3C(=O)NC(=O)NC3=O)o2)cc1Cl ?
FBW7 act: 0.0; MITF primary: 16; GPR151 activ: -1.4; TEAD-YAP inh: -1

How did CC(C)(C)NC(=O)c1ccc(S(=O)(=O)N2CCCC2)cc1 do in these assays?
FBW7 act: 0.3; MITF primary: 4; GPR151 activ: 1.4; TEAD-YAP inh: -1

How did COc1ccc(C2=NN(c3nc(-c4ccccc4)c4cc(Br)ccc4n3)C(c3ccc([N+](=O)[O-])cc3)C2)cc1 (stereo not given) do in these assays?
FBW7 act: 0.2; MITF primary: 3; GPR151 activ: 3.7; TEAD-YAP inh: 1

How did CCn1c(C)[n+](CC)c2ccc(S(=O)(=O)N(C)C)cc21 do in these assays?
FBW7 act: 0.0; MITF primary: 2; GPR151 activ: -0.5; TEAD-YAP inh: 7

What do the screens show for `O=C(CCS(=O)(=O)Cc1ccccc1)NCc1ccccn1`?
FBW7 act: 0.0; MITF primary: -13; GPR151 activ: 1.3; TEAD-YAP inh: 0

How did CC(C)(C)NS(=O)(=O)c1cc2c3c(c1)CC(=O)N3CCC2 do in these assays?
FBW7 act: 0.0; MITF primary: 4; GPR151 activ: -0.7; TEAD-YAP inh: -2

Results for NC(=O)c1nc(-c2ccsc2)nc2c1[nH]c(=O)n2Cc1ccccc1 ?
FBW7 act: -0.1; MITF primary: -2; GPR151 activ: -0.8; TEAD-YAP inh: 6

Taken from the entries so far for reference:
How did CCOc1ccc2nc(SCC(=O)Nc3nc4ccccc4s3)sc2c1 do in these assays?
FBW7 act: 0.5; MITF primary: 5; GPR151 activ: 0.0; TEAD-YAP inh: -10

How did CCCCSc1nnc2c(n1)OC(c1ccccc1OCC)Nc1ccccc1-2 (stereo not given) do in these assays?
FBW7 act: -0.1; MITF primary: 6; GPR151 activ: 2.4; TEAD-YAP inh: -9

3 structures from above, arranged by length of the SMILES, rising.
How did CC(C)(C)NS(=O)(=O)c1cc2c3c(c1)CC(=O)N3CCC2 do in these assays?
FBW7 act: 0.0; MITF primary: 4; GPR151 activ: -0.7; TEAD-YAP inh: -2

Results for Cc1ccc(C)c(NS(=O)(=O)c2ccc(NC(=O)c3ccc(C4SCC(=O)N4Cc4ccccc4)cc3)cc2)c1 (stereo not given) ?
FBW7 act: 0.1; MITF primary: 14; GPR151 activ: -0.6; TEAD-YAP inh: 6

How did COc1ccc(C2=NN(c3nc(-c4ccccc4)c4cc(Br)ccc4n3)C(c3ccc([N+](=O)[O-])cc3)C2)cc1 (stereo not given) do in these assays?
FBW7 act: 0.2; MITF primary: 3; GPR151 activ: 3.7; TEAD-YAP inh: 1

Following part:
Results for CCc1nnc2nc(-c3ccc(NC(=O)C4CC(=O)N(C)C4)cc3)cn2c1CC (stereo not given) ?
FBW7 act: -0.1; MITF primary: 0; GPR151 activ: 1.1; TEAD-YAP inh: -3

What do the screens show for `COc1cc([N+](=O)[O-])ccc1-n1cccc1C=C1C(=O)NC(=O)NC1=O`?
FBW7 act: -1.1; MITF primary: -4; GPR151 activ: 0.3; TEAD-YAP inh: 2

What do the screens show for `Cn1c(SCC(=O)NCc2ccccc2)nnc1C(F)(F)F`?
FBW7 act: 0.3; MITF primary: 10; GPR151 activ: 0.9; TEAD-YAP inh: 2

How did COc1ccc(CNCc2c(C(=O)O)n(Cc3cc(C)ccc3C)c3ccccc23)cc1 do in these assays?
FBW7 act: 0.0; MITF primary: 3; GPR151 activ: -0.3; TEAD-YAP inh: 11

How did O=C(NCc1nnc(SCc2ccccc2F)o1)c1ccc(F)cc1 do in these assays?
FBW7 act: 0.1; MITF primary: 3; GPR151 activ: 0.8; TEAD-YAP inh: 61*

Results for COc1ccc(C(C)=O)cc1COc1c(C)cc(C=O)cc1C ?
FBW7 act: -0.1; MITF primary: 1; GPR151 activ: 0.4; TEAD-YAP inh: 6

Results for Cc1cc(NC(=O)CSc2n[nH]c(N)n2)n(-c2ccccc2)n1 ?
FBW7 act: -0.1; MITF primary: -6; GPR151 activ: 1.6; TEAD-YAP inh: -5

Results for COc1ccc(N=Cc2ccc3ncccc3c2)cc1 ?
FBW7 act: 0.7; MITF primary: 12; GPR151 activ: -1.7; TEAD-YAP inh: 5

What do the screens show for `CC(C)n1c(=S)[nH]c2c(sc3ccc([N+](=O)[O-])cc32)c1=O`?
FBW7 act: -0.1; MITF primary: -5; GPR151 activ: 1.1; TEAD-YAP inh: 8

How did COC(=O)c1cccc(COC(=O)c2cc3ccccc3oc2=O)c1 do in these assays?
FBW7 act: 0.1; MITF primary: 8; GPR151 activ: 0.6; TEAD-YAP inh: -2

Results for Cc1ccc(S(=O)(=O)n2c(SCC(=O)Nc3ccc(Oc4ccccc4)cc3)nc3ccccc32)cc1 ?
FBW7 act: 0.0; MITF primary: 11; GPR151 activ: -0.4; TEAD-YAP inh: 1

How did CCOc1ccc(N2CC(NC(=O)NCCc3ccc(S(N)(=O)=O)cc3)CC2=O)cc1 (stereo not given) do in these assays?
FBW7 act: 0.0; MITF primary: 3; GPR151 activ: -0.6; TEAD-YAP inh: 2

Structural class: the entries above containing a thiophene ring, fused or not.
Results for NC(=O)c1nc(-c2ccsc2)nc2c1[nH]c(=O)n2Cc1ccccc1 ?
FBW7 act: -0.1; MITF primary: -2; GPR151 activ: -0.8; TEAD-YAP inh: 6

What do the screens show for `CC(C)n1c(=S)[nH]c2c(sc3ccc([N+](=O)[O-])cc32)c1=O`?
FBW7 act: -0.1; MITF primary: -5; GPR151 activ: 1.1; TEAD-YAP inh: 8

Later entries
What do the screens show for `CCOc1cc(C2C(C#N)=C(N)Oc3n[nH]c(C)c32)ccc1OCc1ccccc1Cl` (stereo not given)?
FBW7 act: -0.1; MITF primary: 4; GPR151 activ: 2.8; TEAD-YAP inh: 1

Results for O=C(Nc1ccc2c(c1)N(C(=O)C1CC1)CC2)NC(c1ccccc1)c1ccccc1 ?
FBW7 act: 0.2; MITF primary: 5; GPR151 activ: 0.7; TEAD-YAP inh: -10

What do the screens show for `c1ccc(-n2cnc3c(Nc4ccc(N5CCOCC5)cc4)nc(Nc4ccc5ncccc5c4)nc32)cc1`?
FBW7 act: -0.4; MITF primary: -1; GPR151 activ: 0.8; TEAD-YAP inh: 4

What do the screens show for `Cc1ccc(N(CC(=O)NC2CC3CCC2C3)S(C)(=O)=O)cc1Cl` (stereo not given)?
FBW7 act: 0.2; MITF primary: 11; GPR151 activ: 1.9; TEAD-YAP inh: 5

What do the screens show for `CCN(CC)S(=O)(=O)c1cc([N+](=O)[O-])ccc1N/N=C/c1ccc(N(C)C)cc1`?
FBW7 act: -0.1; MITF primary: -17; GPR151 activ: 2.5; TEAD-YAP inh: -7

Results for Cc1cc(=O)[nH]c2nnc(-c3ccc(Cl)cc3)n12 ?
FBW7 act: 0.1; MITF primary: 3; GPR151 activ: 2.3; TEAD-YAP inh: -7

How did COc1cccc(C2C(C(=O)c3ccco3)=C(O)C(=O)N2c2cc(C)on2)c1 (stereo not given) do in these assays?
FBW7 act: 0.2; MITF primary: 16; GPR151 activ: -0.6; TEAD-YAP inh: 13

How did Cn1c(=O)[nH]c(=O)c2c1nc(N1CCCCC1)n2CCN1CCCCC1 do in these assays?
FBW7 act: 0.3; MITF primary: -13; GPR151 activ: 0.1; TEAD-YAP inh: -2

What do the screens show for `O=C(CSc1nc(-c2ccco2)cc(C(F)(F)F)n1)NCCN1CCOCC1`?
FBW7 act: 0.2; MITF primary: 11; GPR151 activ: -0.4; TEAD-YAP inh: 2

How did CCN(C(=O)Cc1ccc(F)cc1)C1CCCCC1 do in these assays?
FBW7 act: 0.1; MITF primary: 12; GPR151 activ: 0.7; TEAD-YAP inh: 12

Results for Cc1ccc2c(c1)N(CCCC(=O)Nc1ccccc1F)C(=O)CO2 ?
FBW7 act: -0.2; MITF primary: 3; GPR151 activ: -0.1; TEAD-YAP inh: -13

Results for CCn1cc(CCC(=O)NCc2cccs2)c2ccccc21 ?
FBW7 act: -0.2; MITF primary: 6; GPR151 activ: 2.2; TEAD-YAP inh: 3

Random draw from the library, and some 3.4% of all compounds hit somewhere here.
